# Source: PubChem
# HDAC3 inh – human HDAC3 inhibition; O15379; recombinant HDAC3, fluorogenic peptide/trypsin coupled, fluorescence; inhibition, % at 8.3 µM; 320,000 tested, 0.15% active; in the data active = inhibition above about 26%, passing the limit was not always enough; inconclusive = no clear call, values can overlap the other calls
# Target sequence (O15379 whole entry, looked up): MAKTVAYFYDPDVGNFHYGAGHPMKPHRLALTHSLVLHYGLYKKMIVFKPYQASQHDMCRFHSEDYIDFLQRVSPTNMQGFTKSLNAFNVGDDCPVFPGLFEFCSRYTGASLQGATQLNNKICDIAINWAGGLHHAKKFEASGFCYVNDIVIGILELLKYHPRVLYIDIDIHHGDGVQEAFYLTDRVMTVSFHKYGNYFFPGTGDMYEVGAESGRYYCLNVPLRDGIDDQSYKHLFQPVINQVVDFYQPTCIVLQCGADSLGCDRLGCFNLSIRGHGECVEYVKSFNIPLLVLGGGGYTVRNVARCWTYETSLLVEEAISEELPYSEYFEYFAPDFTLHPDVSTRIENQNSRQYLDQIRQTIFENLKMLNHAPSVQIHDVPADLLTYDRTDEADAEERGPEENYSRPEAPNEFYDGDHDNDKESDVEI
# KCNK9 inh – inhibitors of human KCNK9 two-pore domain potassium channel; HEK293 KCNK9, FluxOR thallium flux fluorescence; active compounds read low; Q9NPC2; B-score at 10 µM; 310,000 tested, 1.2% active; AID 488922;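 active = ratio B-score over 3 SD below the library mean, with starting fluorescence within 5 SD of its mean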;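 also: negative B-score means less thallium flux so channel inhibition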
# hERG protect – hERG (human) protection from proarrhythmic block. Q12809. CHO-hERG, FluxOR thallium flux, dofetilide IC70 present. activation (rescue from dofetilide block), less the hit threshold, % at 10 µM. 310,000 tested, 0.51% active;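 active = activation above the mean of controls blocked by dofetilide plus 5 SD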;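 also: thallium influx through hERG after potassium depolarization seen as dye fluorescence rise; in these data hits start at about 4.7%; inactives centre near -7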
# KCNK3 block – human KCNK3 channel inhibition, primary screen; CHO-KCNK3 thallium flux, FluxOR fluorescence; active compounds read low; 340,000 tested, 0.84% active; B-score at 10 µM;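 active = B-score under library mean minus 4 SD, starting fluorescence ratio at most library mean plus 5 SD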;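 also: more negative B-score means stronger inhibition of thallium flux through KCNK3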
# Target sequence (O14649 whole entry, looked up): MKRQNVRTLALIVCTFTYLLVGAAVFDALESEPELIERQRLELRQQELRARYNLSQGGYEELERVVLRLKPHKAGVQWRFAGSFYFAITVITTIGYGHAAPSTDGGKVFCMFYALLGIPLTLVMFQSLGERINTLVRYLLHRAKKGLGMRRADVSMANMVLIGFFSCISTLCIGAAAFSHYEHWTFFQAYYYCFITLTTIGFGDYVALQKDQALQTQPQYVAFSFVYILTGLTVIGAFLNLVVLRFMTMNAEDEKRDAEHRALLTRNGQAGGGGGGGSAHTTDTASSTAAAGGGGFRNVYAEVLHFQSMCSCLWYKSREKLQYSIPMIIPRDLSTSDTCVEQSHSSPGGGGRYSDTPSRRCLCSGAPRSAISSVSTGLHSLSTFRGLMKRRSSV
# TMEM16A inh – mouse TMEM16A channel inhibition, primary screen | HEK293 TMEM16A/YFP iodide influx fluorescence, ionomycin | normalized B-score (activity score, 25-100; higher = stronger inhibition) at 10 µM | 310,000 tested, 1.2% active;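 active = ratio plate-corrected score three or more library SD toward inhibition, starting fluorescence score within five deviations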;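 also: score derived from kinetic fluorescence span divided by baseline fluorescence per well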
# KCNQ1 inh – blocks the human KCNQ1 potassium channel; P51787; CHO-K1 KCNQ1, FluxOR thallium flux fluorescence; active compounds read high; B-score at 10 µM; 310,000 tested, 1.3% active; AID 2642;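 active = compounds whose thallium flux B-score, printed positive for inhibition, exceeds three library SD while starting fluorescence stays within three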;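 also: channel opened by potassium depolarization with thallium stimulus after 20 min compound exposure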
# TRPC4 act – TRPC4 (mouse) channel activation; Q9QUQ5; HEK293 TRPC4beta/mu-opioid, Fluo4 calcium fluorescence; active compounds read high; B-score at 10 µM; 310,000 tested, 0.49% active;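 active = B-score above 5 SD of library B-scores, and initial fluorescence ratio not above library mean plus 5 SD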;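 also: positive B-score marks a calcium rise read as TRPC4 activation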
#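 System – HEK293 cells stably co-expressing mouse TRPC4beta and mu-opioid receptor · Signal – Fluo4 calcium-sensitive dye fluorescence, kinetic, 1 Hz baseline · Benchmarks – buffer (low) and maximal DAMGO (high) · Read-out – B score of integrated fluorescence ratio per well · Incubation – dye loading 45 min room temperature, 110 s kinetic read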
# TRPC4 potent – allosteric potentiators of mouse TRPC4 channel; HEK293 TRPC4beta/mu-opioid, DAMGO EC20, Fluo-4 Ca2+ flux; active compounds read high; B-score at 10 µM; 310,000 tested, 0.42% active; AID 2227;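 active = B-score of calcium response area above 5 SD of library B-scores, with initial fluorescence ratio within 5 SD of library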;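 also: B-score of integrated fluorescence ratio over time as area under calcium response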
# ANO1 activ – mouse TMEM16A channel activation, primary screen; Q8BHY3; HEK293 TMEM16A/YFP-H148Q/I152L, iodide quench fluorescence; active compounds read low; B-score at 10 µM; 340,000 tested, 0.3% active;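 active = fluorescence-ratio B-score plate-corrected deviation score at least 3 library SD below zero, with starting fluorescence score within 5 deviations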;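 also: channel opened by trigger with iodide after compound preincubation; score built on the fluorescence ratio of max minus min over baseline; more negative score means more quench and so TMEM16A activation or potentiation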
# Dyrk1A ADPGlo – inhibitors of rat Dyrk1A kinase | Q63470 | ADP-Glo luminescence, NFATc1 peptide | inhibition, % at 12.5 µM | 310,000 tested, 0.43% active | AID 504441; in the data active = inhibition above about 50%;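 also: plate controls were vehicle with enzyme for no effect and no enzyme for full effect; many of its hits are not listed in these tables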
# KCNQ1 act – potentiates or activates the human KCNQ1 potassium channel; AID 2648; 310,000 tested, 0.35% active; B-score at 10 µM; CHO-K1 KCNQ1, thallium flux FluxOR fluorescence; active compounds read high;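 active = fluorescence ratio B-score, a plate-corrected score, at least three library SD, with initial intensity B-score within 5 SD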
#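 Doses: Single concentration per compound, DMSO matched to controls | Test system: KCNQ1-transfected CHO-K1 cells | Timing: 90 min dye loading and 20 min compound exposure, both at room temperature | Measured by: Kinetic FluxOR thallium fluorescence, 10-s 1-Hz baseline, 110-s post-stimulus read | Medium: Assay buffer with matched DMSO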
# The depositor's hits bear a star; i = inactive; ? = inconclusive; nt = not tested or not shown; & = joins results of further samples. A portion of the library. The share of hits here may be higher or lower than overall.
SMILES,HDAC3 inh,KCNK9 inh,hERG protect,KCNK3 block,TMEM16A inh,KCNQ1 inh,TRPC4 act,TRPC4 potent,ANO1 activ,Dyrk1A ADPGlo,KCNQ1 act
COC(=O)C1=C(C)N=C2SCCC(=O)N2C1/C=C/c1ccccc1 (configuration not stated),-2,i,-6,-8.9*,i,i,i,i,i,8,i
Cc1cc(OCC(=O)NNC(=O)c2cccnc2)cc(C)c1Cl,-2,i,-7,i,i,i,i,i,i,-7,i
CCCNC(=O)c1ccc(Cn2cc(-c3ccc(OC)cc3)nc2C(C)N)cc1 (configuration not stated),2,i,-8,i,i,i,i,i,i,12,i
Cc1ccc(S(=O)(=O)CCC(=O)OCC(=O)Nc2cc(F)ccc2C)cc1,7,i,-3,i,i,i,i,i,i,1,i
Cc1ccc(NC(=S)C2=C(O)c3sccc3N(C)S2(=O)=O)cc1,10,i,0,i,i,i,i,i,i,0,i
NC(=O)CN1C(=O)NC(c2ccccc2)(c2ccccc2)C1=O,-1,i,-8,i,i,i,i,i,i,0,i
COc1ccc(CCNC(=O)CN(C)S(=O)(=O)c2cccc3nsnc23)cc1OC,3,i,-5,i,i,i,i,i,i,0,i
COc1ccc(-n2c(SC3CCOC3=O)nc3ccccc32)cc1 (configuration not stated),-5,i,-7,i,i,i,i,i,i,1,i
CC(C)[C@H](NC(=O)c1ccccc1Cl)C(=O)OCc1cc(=O)n2cc(Br)ccc2n1,1,i,-13,i,i,i,i,i,i,nt,i
Cc1ccc(-n2ncc3c(N4CCCC4)ncnc32)c(C)c1,9,i,-11,i,i,i,i,i,i,-1,i
Cc1cc(C(=O)N/N=C/c2cc(Cl)cc([N+](=O)[O-])c2O)c2ccccc2n1,4,i,-9,i,i,i,i,i,i,-1,i
CCSc1nnc(NC(=O)C(CC)Oc2ccccc2)s1 (configuration not stated),4,i,-9,i,i,i,i,i,i,2,i
COC(=O)c1ccccc1NC(=O)CN(Cc1ccc(Cl)cc1)S(C)(=O)=O,nt,i,-21,i,i,i,i,i,i,-3,i
COc1ccccc1-n1cc(CN2CCN(C3CCCCC3)C(CCO)C2)cn1 (configuration not stated),-5,i,-6,i,i,i,i,i,i,7,i
O=C(CSc1nc2ccccc2s1)Nc1ccc(Cl)c(S(=O)(=O)N2CCOCC2)c1,5,i,-11,i,i,i,i,i,i,1,i
O=C(Nc1cccn2ncnc12)c1ccc(Cl)cc1Cl,-5,i,-11,i,i,i,i,i,i,8,i
O=C(OCC(=O)N1CCCC1)c1ccc(S(=O)(=O)N2CCOCC2)cc1,-1,i,-14,i,i,i,i,i,i,-2,i
CCC(c1nnnn1CCOC)N1CCN(C(=O)c2ccco2)CC1 (configuration not stated),4,i,-10,i,i,i,i,i,i,0,i
Cc1ccc2nc(C)cc(Cl)c2c1,7,i,-6,i,i,i,i,i,i,-1,i
COc1ccc(-c2noc(-c3ccccc3-c3ccccc3)n2)cc1OC,0,i,-17,i,i,i,i,i,i,7,i

# Reprinted at random: 3 entries already listed, in no set order.
SMILES,HDAC3 inh,KCNK9 inh,hERG protect,KCNK3 block,TMEM16A inh,KCNQ1 inh,TRPC4 act,TRPC4 potent,ANO1 activ,Dyrk1A ADPGlo,KCNQ1 act
COc1ccc(-n2c(SC3CCOC3=O)nc3ccccc32)cc1 (configuration not stated),-5,i,-7,i,i,i,i,i,i,1,i
COc1ccc(-c2noc(-c3ccccc3-c3ccccc3)n2)cc1OC,0,i,-17,i,i,i,i,i,i,7,i
Cc1cc(C(=O)N/N=C/c2cc(Cl)cc([N+](=O)[O-])c2O)c2ccccc2n1,4,i,-9,i,i,i,i,i,i,-1,i

# (more compounds)
SMILES,HDAC3 inh,KCNK9 inh,hERG protect,KCNK3 block,TMEM16A inh,KCNQ1 inh,TRPC4 act,TRPC4 potent,ANO1 activ,Dyrk1A ADPGlo,KCNQ1 act
COc1ccc(-c2nnc(SCCC(=O)O)n2-c2ccccc2)cc1,7,i,-5,i,i,i,i,i,i,-2,i
O=C1CCCN1CCCNS(=O)(=O)c1ccc(Cl)c(C(=O)N2CCOCC2)c1,3,i,-15,i,i,i,i,i,i,-1,i
CCN(CC)CCN(C(=O)c1ccc2ccccc2c1)c1nc2cc3c(cc2s1)OCO3,?,i,-17,i,i,i,i,i,i,8,i
CCOC(=O)[C@@H]1[C@H]2COc3cc(OC)ccc3[C@H]2N2C(=O)N(c3ccc(C(F)(F)F)cc3)C(=O)[C@@]12C,1,i,-13,i,i,i,i,i,i,6,i
CCN(CC(=O)NCc1ccccc1Cl)CC(=O)Nc1c(F)cccc1F,-1,i,-14,i,i,i,i,i,i,9,i
NC(=O)Cc1nc(-c2ccc([N+](=O)[O-])cc2)cs1,2,i,-6,i,i,i,i,i,i,-4,i
CCO[C@@H]1OC(C(=O)NCc2ccccc2)=C[C@H](c2csc3ccccc23)[C@H]1CCCO,2,i,-18,i,i,i,i,i,i,0,i
CCc1ccc(N(CC(=O)O)S(=O)(=O)c2c(C)noc2C)cc1,-8,i,-7,i,i,i,i,i,i,-7,i
O=C1NC[C@H](Cc2ccc(O)cc2)N(CCc2cccc3ccccc23)C1=O,7,i,-11,i,i,i,i,i,i,2,i
COc1ccccc1C(=O)NC(=O)COC(=O)c1cccc(NC(C)=O)c1,0,i,-11,i,i,i,i,i,i,2,i

# Entries of single compounds, looked up by structure.
# `COc1ccc(-c2nnc(SCCC(=O)O)n2-c2ccccc2)cc1` in the list: HDAC3 inh: 7; KCNK9 inh: i; hERG protect: -5; KCNK3 block: i; TMEM16A inh: i; KCNQ1 inh: i; TRPC4 act: i; TRPC4 potent: i; ANO1 activ: i; Dyrk1A ADPGlo: -2; KCNQ1 act: i
# `COc1ccccc1C(=O)NC(=O)COC(=O)c1cccc(NC(C)=O)c1` in the list: HDAC3 inh: 0; KCNK9 inh: i; hERG protect: -11; KCNK3 block: i; TMEM16A inh: i; KCNQ1 inh: i; TRPC4 act: i; TRPC4 potent: i; ANO1 activ: i; Dyrk1A ADPGlo: 2; KCNQ1 act: i

# 5 structures already listed, arranged by number of heavy atoms, rising.
SMILES,HDAC3 inh,KCNK9 inh,hERG protect,KCNK3 block,TMEM16A inh,KCNQ1 inh,TRPC4 act,TRPC4 potent,ANO1 activ,Dyrk1A ADPGlo,KCNQ1 act
CCc1ccc(N(CC(=O)O)S(=O)(=O)c2c(C)noc2C)cc1,-8,i,-7,i,i,i,i,i,i,-7,i
CCN(CC(=O)NCc1ccccc1Cl)CC(=O)Nc1c(F)cccc1F,-1,i,-14,i,i,i,i,i,i,9,i
O=C1CCCN1CCCNS(=O)(=O)c1ccc(Cl)c(C(=O)N2CCOCC2)c1,3,i,-15,i,i,i,i,i,i,-1,i
CCO[C@@H]1OC(C(=O)NCc2ccccc2)=C[C@H](c2csc3ccccc23)[C@H]1CCCO,2,i,-18,i,i,i,i,i,i,0,i
CCOC(=O)[C@@H]1[C@H]2COc3cc(OC)ccc3[C@H]2N2C(=O)N(c3ccc(C(F)(F)F)cc3)C(=O)[C@@]12C,1,i,-13,i,i,i,i,i,i,6,i

# Carrying on:
SMILES,HDAC3 inh,KCNK9 inh,hERG protect,KCNK3 block,TMEM16A inh,KCNQ1 inh,TRPC4 act,TRPC4 potent,ANO1 activ,Dyrk1A ADPGlo,KCNQ1 act
O=S(=O)(c1ccc(Cl)cc1)N1CCN(Cc2cccnc2)CC1,-7,i,-4,i,i,i,i,i,i,12,i
CC(=O)C1=C(C)NC(=O)NC1c1ccc2c(c1)OCO2 (configuration not stated),nt,i,-5,i,i,i,i,i,i,6,i
Cc1nc2c(-c3ccc(F)cc3)c(C)nn2c(C)c1CCC(=O)N1CCN(c2ccc(F)cc2)CC1,13,i,-13,i,i,i,i,i,i,3,i
OCc1cc(C(O)CNCCCCCCOCCCCc2ccccc2)ccc1O (configuration not stated),-7&-5,i,-10&-10,i,i,i,i,i,i,53*,i
Cn1c([N+](=O)[O-])cnc1COC(N)=O,-5,i,-3,i,i,i,i,i,i,8,i
CCc1ccc2nc(N(CCCN(C)C)C(=O)c3ccc(S(=O)(=O)N4CCCC4)cc3)sc2c1,11,i,-16,i,i,i,i,i,i,3,i
CN(C)S(=O)(=O)c1ccc(Cl)c(NC(=O)COC(=O)/C=C/c2ccco2)c1,-4,i,-11,i,i,i,i,i,i,nt,i
Cc1nccn1CC(=O)N/N=C/c1ccc(O)c(O)c1,-3,i,-8,nt,i,i,i,i,nt,nt,i
CCCCn1c(N)c(N(CCOC)C(=O)COC(=O)c2cc(CC)c(C)s2)c(=O)[nH]c1=O,-1,i,-4,i,i,i,i,i,i,4,i
O=S(=O)(c1ccc(Br)cc1)N1CCC2(CC1)OCCO2,-10,i,-5,i,i,i,i,i,i,3,i
COCCn1c(SCCN2CCCCC2)nc2ccccc2c1=O,6,i,-9,i,i,i,i,i,i,-6,i
CCC(=O)Nc1sc2c(c1C#N)CC(C)(C)NC2(C)C,3,i,-3,i,i,i,i,i,i,-4,i
CCOCCCn1c(=S)[nH]c2cc3c(cc2c1=O)OCO3,7,i,-12,i,i,i,i,i,i,-1,i
Cc1ccc(S(=O)(=O)n2ccc3cccnc32)cc1,-3,i,-7,i,i,i,i,i,i,-4,i
COCCN(C(=O)C1=COCCO1)c1c(N)n(Cc2ccccc2)c(=O)[nH]c1=O,-1,i,-11,i,i,i,i,i,i,2,i
C=CCn1c(C#N)c(N)sc1=N,-5,i,-5,i,i,i,i,i,i,1,i
Cn1cc(C(=O)NCc2ccccc2F)cn1,-2,i,-14,i,i,i,i,i,i,1,i
CCc1nccn1S(=O)(=O)c1ccc(Br)cc1Br,1,i,-8,i,i,i,i,i,nt,-4,i
Cc1ccc2[nH]c(C(=O)O)c(NC(=O)CN3CCN(c4cccc(C)c4C)CC3)c2c1,8,i,-11,i,i,i,i,i,i,5,i
CCOC(=O)c1cc2c(nc1N)CC(C)(CC)OC2 (configuration not stated),-40,i,-7,i,i,i,i,i,i,-4,i
